# Assay outcomes: PubChem BioAssay, Sanford-Burnham Center for Chemical Genomics
# Scp1 inh = Scp-1 (human) phosphatase inhibition | Q9GZU7 | Recombinant Scp1, phosphopeptide, malachite green phosphate absorbance | inhibition, % at 20 µM | hit rate 0.88% among 340,000 | AID 493091;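 active means inhibition above about 50% at 20 µM, limit read from the data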;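 further: plate controls were DMSO wells with enzyme for no effect and wells lacking enzyme for full effect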
# Target sequence (Q9GZU7 76-261 limits assumed): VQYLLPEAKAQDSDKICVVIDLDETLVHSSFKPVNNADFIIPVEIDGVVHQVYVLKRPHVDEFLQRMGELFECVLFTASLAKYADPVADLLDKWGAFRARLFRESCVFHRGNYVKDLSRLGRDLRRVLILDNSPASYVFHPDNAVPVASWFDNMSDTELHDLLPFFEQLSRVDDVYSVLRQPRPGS
#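 Material: truncated SCP-1 phosphatase (76-261aa) / Buffer or medium: 50 mM Tris acetate pH 5.5, 0.005% Tween-20, 10 mM MgCl2 / Compound dosing: one concentration, 20 µM, with 1.0% DMSO / Incubation: 45 min room-temperature reaction, 5 min colour, 30 min stabiliser / Detection: colorimetric free-phosphate detection, absorbance 630 nm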
# Rpn11 block = Rpn11 (human) deubiquitinase inhibition; calls only at 20 µM; human 26S proteasome, Ub4-pepOG fluorescence polarization; 20S core pre-blocked with epoxomicin; hit rate 0.59% among 360,000;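 active means inhibition at 20 µM, scaled to each plate's controls, above about 33%, limit read from the data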
# MT1-MMP act inh = MT1-MMP (human) activation inhibition; P50281; HT1080 RFP-PRO-GFP cells, GFP/RFP ratio fluorescence, overnight; percent of plate control window, DMSO zero; GFP/RFP ratio change, % at 20 µM; hit rate 0.061% among 360,000;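 active means GFP/RFP ratio change of at least 30% with cell ATP level not reduced by more than half and red fluorescence within 50% of control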; further: strong numbers were not always called active
#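 Compound: 20 µM single dose, 1% DMSO / System: HT1080 RFP-PRO-GFP cells / Controls: DMSO and RFP-L50D-GFP cell wells / Read-out basis: GFP/RFP fluorescence ratio / Schedule: overnight compound exposure at 37 °C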
# CendR NRP1 mod = modulators of CendR peptide binding to human neuropilin-1. O14786. FAM-RPARPAR peptide binding to NRP-1, fluorescence polarization. inhibition, % at 25 µM. hit rate 0.85% among 360,000. AID 602438;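 active means inhibition or corrected inhibition above about 18%, plus a signal ratio from 0.5 to 1.5, limit read from the data, passing the limit was not always enough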; further: strong numbers were not always called active
# NadD inh = blocks S. aureus nicotinate mononucleotide adenylyltransferase; purified NadD enzyme, colorimetric absorbance read-out; inhibition, % at 20 µM; hit rate 0.78% among 360,000; AID 602399; in the data active means inhibition above about 26%; further: some compounds past the cut are filed as inactive
# SKN-1 inh = C. elegans SKN-1 inhibition | inhibition, % at 21.8 µM | C. elegans VP596 Pgst-4::GFP/RFP ratio, acrylamide-induced, 24 h | hit rate 0.49% among 360,000;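 active means interference check ratio from 0.5 to 1.5 plus GFP to RFP signal ratio inhibition reaching or exceeding a fixed threshold, cut at about 30% in these data, passing the limit was not always enough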; further: some compounds called inactive have numbers as strong as hits
# DNMT1 inh = DNMT1 (human) enzyme inhibition; AID 588458; DNMT1 molecular beacon, Hinp1I cleavage, fluorescence; hit rate 0.83% among 360,000; inhibition (reported as % activation of signal), % at 10 µM; P26358; in the data active means inhibition above about 50%
# SUMO1-SIM PPI = alters human SUMO1 binding to SIM partners. P63165. AID 602429. SUMO1 binding to a labelled peptide, TR-FRET, 1 h. hit rate 0.33% among 360,000. inhibition, % at 20 µM; in the data active means inhibition above about 37%
# Target sequence (P63165 whole entry, looked up): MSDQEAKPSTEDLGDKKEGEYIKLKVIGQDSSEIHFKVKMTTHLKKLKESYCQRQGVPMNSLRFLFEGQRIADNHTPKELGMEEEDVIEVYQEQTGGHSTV
# LMPTP block = LMPTP (human) inhibition; P24666; recombinant LMPTP-A, OMFP fluorogenic substrate, fluorescence intensity; inhibition, % at 20 µM; hit rate 0.22% among 360,000;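 active means compounds that cut the enzyme signal by at least half of the control window in the single-dose screen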;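 further: plate controls were DMSO wells with enzyme plus substrate for no effect and substrate without enzyme for full effect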
# Target sequence (P24666 whole entry, looked up): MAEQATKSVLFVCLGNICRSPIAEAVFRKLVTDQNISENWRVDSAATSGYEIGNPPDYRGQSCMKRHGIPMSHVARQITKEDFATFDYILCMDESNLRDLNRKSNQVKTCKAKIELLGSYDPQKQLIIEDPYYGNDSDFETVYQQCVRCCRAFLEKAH
#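 Assay system: LMPTP-A phosphatase enzyme | Input: 0.625 nM enzyme | Also added: Fluorogenic phosphatase substrate OMFP at 400 µM final | Compound dosing: One test concentration per compound, 20 µM, with 3% DMSO overall | Schedule: 50 min enzyme reaction at room temperature, protected from light | Signal: Fluorescence intensity | Benchmarks: no-enzyme and uninhibited controls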
# STEP inh = blocks human striatal-enriched tyrosine phosphatase; AID 588621; inhibition, % at 20 µM; P54829; recombinant STEP, OMFP fluorogenic substrate, fluorescence; hit rate 0.25% among 360,000;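 active means inhibition at 20 µM, scaled per plate between control wells, above about 37%, limit read from the data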;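 further: 0% = DMSO with enzyme and substrate and 100% = substrate only without enzyme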
# Target sequence (P54829 whole entry, looked up): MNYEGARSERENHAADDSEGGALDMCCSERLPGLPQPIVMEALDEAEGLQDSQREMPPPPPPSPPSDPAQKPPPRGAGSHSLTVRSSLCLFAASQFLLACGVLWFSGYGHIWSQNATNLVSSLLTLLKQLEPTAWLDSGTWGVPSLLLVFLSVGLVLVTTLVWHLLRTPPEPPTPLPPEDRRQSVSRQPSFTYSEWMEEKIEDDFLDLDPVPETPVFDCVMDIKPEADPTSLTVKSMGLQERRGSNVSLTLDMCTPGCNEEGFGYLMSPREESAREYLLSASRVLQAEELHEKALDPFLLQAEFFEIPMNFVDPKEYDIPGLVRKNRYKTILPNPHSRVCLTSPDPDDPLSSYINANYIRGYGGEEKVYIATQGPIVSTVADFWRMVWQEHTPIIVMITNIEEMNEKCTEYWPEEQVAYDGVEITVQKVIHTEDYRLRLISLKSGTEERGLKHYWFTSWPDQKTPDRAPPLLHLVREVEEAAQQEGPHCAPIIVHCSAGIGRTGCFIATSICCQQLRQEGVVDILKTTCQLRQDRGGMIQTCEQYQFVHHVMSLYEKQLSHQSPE
#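 Also added – OMFP at 25 µM · Test system – STEP tyrosine phosphatase · Technique – FITC-channel fluorescence of OMFP product · Schedule – 20 min at room temperature, dark · Evaluation – control-normalized % inhibition with plate pattern correction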
# * = called active by the depositor; i = inactive; nt = not tested or not shown. Not a hit list. Share with any hit: about 3.9%.
SMILES,Scp1 inh,Rpn11 block,MT1-MMP act inh,CendR NRP1 mod,NadD inh,SKN-1 inh,DNMT1 inh,SUMO1-SIM PPI,LMPTP block,STEP inh
CC(C)C[C@@H](C(=O)N[C@@H](C(=O)O)c1ccccc1)N1C(=O)N2CCc3c([nH]c4ccccc34)[C@@]2(C)C1=O,1,i,2,-10,5,10,3,2,-1.5,1
CCOC(=O)CSc1nnc(CSc2nc3sc4c(c3c(=O)[nH]2)CCC4)n1-c1ccccc1,-2,i,1,-11,9,21,3,8,0.3,3
CCCOc1cccc(C2C(C(=O)c3ccco3)=C(O)C(=O)N2c2nnc(C)s2)c1 (stereo not drawn),-4,i,-22,-5,12,-3,8,-29,1.1,-2
C#CCOC(=O)CCCN1C(=O)c2cccc3cccc(c23)C1=O,nt,i,-9,9,-7,5,3,-32,0.5,-2
N=c1n(CCO)c2ccccc2n1Cc1ccccc1Cl,-2,i,-12,8,-2,-12,9,-1,-1.0,-2
Cc1ccc([C@H]2C[C@@H](n3cc(C4CC4)nn3)[C@H](O)CN2Cc2cccs2)cc1,nt,i,1,7,5,8,3,-2,-1.4,1
CCN(CC)CCCNC(=O)c1cc(-c2ccc3c(c2)OCO3)on1,-5,i,-6,6,0,13,0,-1,0.1,-3
CCOC(=O)C1(Cc2ccccc2)CCN(Cc2ccon2)CC1,-2,i,3,-4,-6,8,-6,0,1.3,2
OC(CNCCc1ccc(C(F)(F)F)cc1)COc1cccc2ccccc12 (stereo not drawn),9,i,1,-3,-1,12,-8,-2,0.4,0
CC(=O)NCC(=O)N(c1c(C)n(C)n(-c2ccccc2)c1=O)C1(C(=O)NC2CCCC2)CCCCC1,0,i,0,-1,3,22,1,-3,-1.5,-2
CSc1nsc(SCC(=O)Nc2ccccc2C(N)=O)n1,-3,i,-1,-1,-10,18,1,3,-0.7,3
Nc1nc(=O)n(C2CCC(CO)O2)cc1F (stereo not drawn),nt,nt,3,-13,3,6,nt,1,-1.2,nt
COc1cccc(C(=O)Nc2nnc(S(=O)(=O)N(C)c3ccccc3)s2)c1,-3,i,4,-2,-6,-8,-2,2,0.2,-4
Cc1ccc(COc2cccc(/C=N/NC(=O)c3nnn(-c4nonc4N)c3C)c2)cc1,6,i,0,-9,16,13,21,1,-2.6,-1
CCOc1ccccc1Nc1nc2ccccc2n1C(C)C,-3,i,-2,10,-2,7,1,2,4.9,0

# Taken from above.
# SUMO1-SIM PPI with `CCOC(=O)C1(Cc2ccccc2)CCN(Cc2ccon2)CC1` is entered as 0
# CendR NRP1 mod with `OC(CNCCc1ccc(C(F)(F)F)cc1)COc1cccc2ccccc12` (stereo not drawn) is entered as -3

# Some of these compounds in order of SMILES length, lowest first.
SMILES,Scp1 inh,Rpn11 block,MT1-MMP act inh,CendR NRP1 mod,NadD inh,SKN-1 inh,DNMT1 inh,SUMO1-SIM PPI,LMPTP block,STEP inh
Nc1nc(=O)n(C2CCC(CO)O2)cc1F (stereo not drawn),nt,nt,3,-13,3,6,nt,1,-1.2,nt
CCN(CC)CCCNC(=O)c1cc(-c2ccc3c(c2)OCO3)on1,-5,i,-6,6,0,13,0,-1,0.1,-3
CCOC(=O)CSc1nnc(CSc2nc3sc4c(c3c(=O)[nH]2)CCC4)n1-c1ccccc1,-2,i,1,-11,9,21,3,8,0.3,3
CC(=O)NCC(=O)N(c1c(C)n(C)n(-c2ccccc2)c1=O)C1(C(=O)NC2CCCC2)CCCCC1,0,i,0,-1,3,22,1,-3,-1.5,-2
CC(C)C[C@@H](C(=O)N[C@@H](C(=O)O)c1ccccc1)N1C(=O)N2CCc3c([nH]c4ccccc34)[C@@]2(C)C1=O,1,i,2,-10,5,10,3,2,-1.5,1

# Two records picked at random from the list so far, as already listed:
SMILES,Scp1 inh,Rpn11 block,MT1-MMP act inh,CendR NRP1 mod,NadD inh,SKN-1 inh,DNMT1 inh,SUMO1-SIM PPI,LMPTP block,STEP inh
CCN(CC)CCCNC(=O)c1cc(-c2ccc3c(c2)OCO3)on1,-5,i,-6,6,0,13,0,-1,0.1,-3
CCCOc1cccc(C2C(C(=O)c3ccco3)=C(O)C(=O)N2c2nnc(C)s2)c1 (stereo not drawn),-4,i,-22,-5,12,-3,8,-29,1.1,-2

# Next part
SMILES,Scp1 inh,Rpn11 block,MT1-MMP act inh,CendR NRP1 mod,NadD inh,SKN-1 inh,DNMT1 inh,SUMO1-SIM PPI,LMPTP block,STEP inh
O=C(CSc1nnc2ccccn12)NNC(=O)c1cccc(Cl)c1,-15,i,1,15,2,4,5,6,-1.3,2
CC1CCCN(c2nc3c(c(=O)n(C)c(=O)n3C)n2CCSc2nc3ccccc3s2)C1 (stereo not drawn),-8,i,-2,2,-4,10,2,11,0.9,2
O=C(NCCc1ccc(Cl)cc1)C1CCN(S(=O)(=O)c2cccc3nonc23)CC1,4,i,2,1,-2,-1,-3,-17,-1.0,-1
Cc1cccc(N(CC(=O)NCc2ccc3c(c2)OCO3)C(=O)CCC(=O)Nc2ccccn2)c1C,5,i,2,-13,-1,-10,-7,-3,-0.2,2
COc1ccc(OC)c(CNC(=O)COc2cc(=O)n(C)c3ccccc23)c1,-5,i,4,-16,1,14,-2,-3,0.4,1
CCc1ccc2[nH]c(=O)c(CN(Cc3ccco3)S(=O)(=O)c3ccc4c(c3)OCCO4)cc2c1,-3,i,-8,-10,-1,7,12,2,-2.0,-2
CCOc1ccc(C(=O)NCC(=O)OCc2cc([N+](=O)[O-])cc3c2OCOC3)cc1OCC,-12,i,0,-9,2,9,1,-11,-2.1,0
Cc1nn(-c2ccccc2)c(N2CCCC2)c1/C=N/O,-10,i,-6,-1,-1,4,-1,3,-0.3,2
O=C(Nc1ccc2ncccc2c1)Nc1ccc2ncccc2c1,6,i,6,12,0,6,-7,17,11,-1
O=C(NCCCCCNC(=O)c1ccco1)c1ccco1,-5,i,2,6,-2,6,-3,-3,5.5,-2
Cc1ccc(S(=O)(=O)N(C)C)cc1NC(=O)COC(=O)Cc1ccc(Br)cc1,-3,i,-3,2,2,-1,-4,2,-0.5,5
Cc1ccc(C(=O)NC(=S)NNC(=O)c2ccccc2)cc1,4,i,5,-4,-1,-8,0,6,-2.6,1
CC(C)c1ccc(S(=O)(=O)N2CCN(C(=O)c3cc([N+](=O)[O-])ccc3N3CCOCC3)CC2)cc1,-8,i,-4,6,-1,3,-4,-25,2.8,-1
COc1cc(NC2c3ccccc3C(=O)N2Cc2ccc3c(c2)OCO3)cc(OC)c1 (stereo not drawn),-32,i,-5,0,-3,18,-4,-2,1.3,-1
CCOC(=O)c1cnc(SCC(=O)c2ccc(Cl)cc2)nc1N,-2,i,-4,1,-4,5,-2,0,0.7,6
CC(Sc1ccc(S(=O)(=O)N2CCN(C)CC2)cn1)C(=O)Nc1cccc(Cl)c1Cl (stereo not drawn),-2,i,1,3,2,-23,-8,1,-0.8,-2
CC[N+]1(C)[C@@H]2CC[C@H]1CC(OC(=O)[C@H]1CCC(C(=O)OC3C[C@H]4CC[C@@H](C3)[N+]4(C)CC)(c3ccccc3)c3ccccc31)C2 (stereo partly drawn),-1,i,12,-7,5,-11,2,4,-2.3,-4
CCOC(=O)c1nc(C)sc1-c1ccnn1S(=O)(=O)c1ccc(C)cc1,20,i,2,-6,-4,19,-6,-3,1.6,0
Cc1ccc(C(=O)N2CCN(c3ccc(NC(=O)c4cccs4)cc3)CC2)cc1,4,i,0,-2,0,-15,-5,2,3.1,1
Cc1ccc(NS(=O)(=O)c2cc(OCC(N)=O)c(C)cc2Cl)cc1,-3,i,2,0,-5,-5,10,3,-0.1,-4
c1cncc(C(c2nnnn2C2CCCCC2)N2CCN3CCCC3C2)c1 (stereo not drawn),-6,i,-7,0,2,28,2,0,0.6,1
CC1(C)Cc2ccccc2-c2nc(NCCCO)[nH]c(=O)c21,-1,i,7,-4,-7,8,-1,-8,-1.1,-2
CC(C)(C)n1ncc2c(=O)n(CC(=O)N3CCCc4ccccc43)cnc21,-2,i,0,-1,-4,5,-1,0,-1.9,0
CC1(C)CC(NC(=O)c2cccc(F)c2)CC(C)(C)N1,-11,i,-2,-6,5,13,2,-1,-2.8,4
O=S(=O)(NCCN1CCOCC1)c1ccc(F)c(Cl)c1,-16,i,-2,14,-6,9,-1,1,-2.9,0
O=C(c1ccc2c(c1)OCO2)C1CCCN(Cc2cn[nH]c2-c2cccc(F)c2)C1 (stereo not drawn),-1,i,1,-1,-4,3,-2,0,0.4,-5
CCOC(=O)c1cc(C#N)c(Oc2ccccc2OC)nc1-c1ccccc1,-15,i,-6,8,-9,-11,0,-2,2.9,2
O=C(c1cc(COc2ccc(F)cc2F)on1)N1CCCC(c2ccccc2)C1 (stereo not drawn),-11,i,-8,4,7,1,-3,1,3.6,-1
CCN(CC)C(=O)c1ccc(-c2cccs2)s1,4,i,-3,1,-4,0,-2,-31,0.2,-1
Cc1cccc(N(C(=O)CNC(=O)c2ccco2)C(C(=O)NC2CCCC2)c2cccnc2)c1 (stereo not drawn),-2,i,-3,15,1,0,2,2,-2.5,-5
Cc1ccc(NC(=O)COC(=O)/C=C/c2cccs2)cc1,-5,i,-2,-1,-6,5,2,-1,-1.5,-1
CCN(CC(=O)Nc1ccc(S(=O)(=O)N2CCCC2)cc1)Cc1ccccc1,-9,i,-1,-16,0,4,-3,4,-0.2,0
COc1ccc2cc(C3NC(=O)c4ccccc4N3)c(Cl)nc2c1 (stereo not drawn),-1,i,1,-22,-1,4,2,-2,2.2,2
O=C(c1cccc(Cl)c1)N1CCN(C2CCCCCC2)CC1,-12,i,6,4,-3,-5,1,1,-2.2,-2
Cc1sc(-c2ccccn2)nc1OC(=O)c1ccc(Cl)c(Cl)c1,-12,i,3,11,-5,5,-1,0,-0.4,-4
O=C(Nc1cccc(Cl)c1)NC1CCN(C2CCCCC2)C1 (stereo not drawn),-3,i,2,-6,-12,0,-4,5,-2.0,-4

# A second format for part of the listing above:
Molecule	Scp1 inh	Rpn11 block	MT1-MMP act inh	CendR NRP1 mod	NadD inh	SKN-1 inh	DNMT1 inh	SUMO1-SIM PPI	LMPTP block	STEP inh
CCN(CC(=O)Nc1ccc(S(=O)(=O)N2CCCC2)cc1)Cc1ccccc1	-9	i	-1	-16	0	4	-3	4	-0.2	0
COc1ccc2cc(C3NC(=O)c4ccccc4N3)c(Cl)nc2c1 (stereo not drawn)	-1	i	1	-22	-1	4	2	-2	2.2	2
